PI4K2A inh: inhibitors of human PI4K2A | Q9BTU6 | purified PI4K2A, ADP-Glo luminescence, 1 h; hits give low values | activity change, negative = inhibition, % at 76.9 µM | actives 0.13% (n = 420,000) | AID 1346378; in the data active = activity change below about -50%; inconclusive = mostly about -30% to -49%;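 note: -100% = wells without enzyme as full effect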
Target sequence (Q9BTU6 whole entry, looked up): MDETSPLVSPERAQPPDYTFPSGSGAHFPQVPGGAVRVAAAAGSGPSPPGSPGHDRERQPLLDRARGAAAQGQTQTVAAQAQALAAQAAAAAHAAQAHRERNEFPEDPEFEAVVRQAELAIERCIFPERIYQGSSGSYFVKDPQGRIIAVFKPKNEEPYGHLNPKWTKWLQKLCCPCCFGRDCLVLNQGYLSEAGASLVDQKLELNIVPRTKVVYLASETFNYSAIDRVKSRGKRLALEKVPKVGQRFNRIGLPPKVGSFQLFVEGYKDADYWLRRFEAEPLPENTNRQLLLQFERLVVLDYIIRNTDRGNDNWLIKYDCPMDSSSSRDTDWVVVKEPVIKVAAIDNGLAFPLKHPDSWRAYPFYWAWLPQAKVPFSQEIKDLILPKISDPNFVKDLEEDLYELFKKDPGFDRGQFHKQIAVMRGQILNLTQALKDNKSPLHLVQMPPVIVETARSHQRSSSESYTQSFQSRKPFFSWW
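PI4K2A activity was measured by ADP-Glo luminescence: enzyme (4 ug/mL stock) and phosphatidylinositol (1.2 mM stock) in Tris pH 7.5/MgCl2/EGTA/Triton X-100 buffer were reacted with ATP (300 microM stock) for one hour at ambient temperature.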
D2 agonist: agonists of human D2 dopamine receptor. activation, % at 2 µM. actives 0.53% (n = 340,000). AID 485358. P14416. HEK293 T-REx D2 cells, calcium flux agonist mode;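 active = activation over 3 SD above normal in the single-dose calcium agonist read, cut at about 30% in these data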; note: 0% is about no effect
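Tetracycline-induced HEK293 Trex cells with D2 receptor force-coupled to calcium signaling, plated overnight at 30 C and loaded with no-wash calcium dye. Calcium flux read kinetically for 180 s after compound addition; responses flag agonists.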
D2 antag: antagonizes the human D2 dopamine receptor; P14416; HEK293 TREx D2 cells, calcium flux, dopamine EC80; inhibition, % at 10 µM; actives 2% (n = 340,000); AID 485344; in the data active = inhibition above about 30%; note: 0% is about no effect
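In this primary screen, negative modulation is detected by tracking calcium flux after an EC80 dopamine challenge in inducible HEK293 T-REx D2 cells preexposed to test compound for 180 s.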
TrxR1 substrate: is turned over as a substrate by rat TrxR1. O89049. actives 0.01% (n = 390,000). Potency, µM (top dose mostly 114 µM), for inactives: at the top dose activity change, negative = substrate turnover. purified TrxR1 substrate turnover, NADPH consumption readout; note: potency is the fitted concentration of half-maximal effect; % is set by controls: 0 for no effect and ±100 for the full control effect; nearly all actives have a fitted effect of over 50% in size
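Rat TrxR1, dispensed at 90 nM, was prereduced with 400 uM NADPH (final) for 5 min at ~22 deg C, then incubated with compound 15 min before 400 uM selenite. A first-read NADPH fluorescence drop versus no-compound background flagged substrates.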
TrxR1 inh: inhibitors of rat thioredoxin reductase 1. O89049. recombinant rTrxR1, NADPH fluorescence consumption, selenite substrate. Potency, µM (highest dose often 114 µM), for the others: at the top dose activity change, negative = inhibition, hits mostly inhibitors. actives 1% (n = 390,000). AID 588453; note: potency is the fitted concentration of half-maximal effect; % is set by controls: 0 for no effect and ±100 for the full control effect; nearly all actives have a fitted effect of over 65% in size
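Rat TrxR1 (90 nM in the dispensed reagent) was pre-reduced with 400 uM NADPH for 5 min at room temperature, then incubated with compound for 15 min. After 400 uM selenite was added, NADPH fluorescence (Ex 340/Em 450 nm) was followed for 8 min.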
TRHR PAM: allosterically enhances the human TRH receptor; P34981; TRHR cells, fluo-8 calcium fluorescence, EC20 TRH enhancement; actives 0.66% (n = 360,000); enhancement, % at 2 µM; in the data active = enhancement above about 30%; note: 0% is about no effect
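TRHR-expressing cells loaded with fluo-8 calcium dye were read kinetically (ex 480/em 530) during compound addition, then stimulated with an EC20 of TRH (10 nM final). Enhancement of the Gq-mediated intracellular calcium response was scored.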
USP1 inh: USP1/UAF1 (human) deubiquitinase inhibition; recombinant USP1/UAF1, Ub-Rhodamine cleavage fluorescence; Potency, µM (highest dose often 57.1 µM), without a hit: at the highest dose activity change, negative = inhibition, most hits filed as inhibitors; actives 0.23% (n = 390,000); AID 743255; note: potency is the fitted concentration of half-maximal effect; % is set by controls: 0 for no effect and ±100 for the full control effect; nearly all actives have a fitted effect of over 60% in size; inactives centre near -12
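High-throughput fluorogenic screen: 1nM USP1/UAF1 complex, Ub-Rho substrate 150nM final, 50mM HEPES pH 7.8 with 0.5mM EDTA, 0.1 mg/ml BSA, 1mM TCEP and 0.01% Tween-20.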
TRHR agonist: TRH receptor (human) agonism; TRHR cells, calcium flux fluo-8, FDSS agonist mode; actives 0.18% (n = 360,000); P34981; activation, % at 2 µM; in the data active = activation above about 30%; note: 0% is about no effect
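Agonist-mode FDSS calcium read (Ex 480/Em 530, 1 s cycles) in 1536-well TRHR cells with fluo-8 dye, after 10-cycle baseline and 23 nL compound addition; TRH at EC20 (10 nM final) added afterwards for the enhancer phase.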
mIDH1 inhibitor: human IDH1 R132H inhibition; IDH1-R132H enzyme, NADPH consumption, diaphorase/resazurin fluorescence; Potency, µM (highest dose often 76.6 µM), without a hit: top-dose activity change, negative = inhibition, usual class: inhibitors; actives 0.093% (n = 390,000); note: potency is the fitted concentration of half-maximal effect; % is set by controls: 0 for no effect and ±100 for the full control effect; nearly all actives have a fitted effect of over 65% in size
Target sequence (O75874 whole entry R132H, stated change not applied): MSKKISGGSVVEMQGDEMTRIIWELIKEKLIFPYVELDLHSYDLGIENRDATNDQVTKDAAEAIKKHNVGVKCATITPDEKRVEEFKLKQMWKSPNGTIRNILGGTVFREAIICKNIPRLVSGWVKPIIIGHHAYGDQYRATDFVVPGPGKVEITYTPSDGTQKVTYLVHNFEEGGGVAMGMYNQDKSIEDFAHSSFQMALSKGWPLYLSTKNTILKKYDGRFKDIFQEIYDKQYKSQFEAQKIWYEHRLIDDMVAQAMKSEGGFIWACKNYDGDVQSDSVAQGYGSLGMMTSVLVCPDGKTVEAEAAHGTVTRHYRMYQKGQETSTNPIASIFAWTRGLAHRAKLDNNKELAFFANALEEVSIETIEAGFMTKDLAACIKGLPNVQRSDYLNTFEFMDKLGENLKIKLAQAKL
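IDH1-R132H (0.5 ug/mL) preincubated 30 min with compound, then NADPH (0.016 mM) and alpha-KG (2 mM) added; 80 min at RT, pH 7.5. Remaining NADPH coupled via diaphorase/resazurin to fluorescence (540/590 nm); concentration-response curves normalized to no-enzyme control.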
Active calls of the source: *; [ ] = dose if it differs, or a comment. Unless noted, calls come from the whole dose curve; as a rule, active = well fitted inhibition curve with a large enough effect; inconclusive = small, poorly fitted or top-dose-only effect; inactive = no such curve, though single readings can be large or run the other way. Not a hit list; 3.9% or so of the library scored in one or more.

Screening CCCn1c(NCc2cc(C)ccc2O)nc2ccccc21 returned PI4K2A inh -1, D2 agonist -1.6, D2 antag -15, TrxR1 substrate 1%[57.1 µM], TrxR1 inh 3%[57.1 µM], TRHR PAM 1, USP1 inh -10%, TRHR agonist 0.8 and mIDH1 inhibitor -2%.
CC1=Nc2cc(C(=O)NC3CCCC3)ccc2Sc2ccc(Cl)cc21 was read as PI4K2A inh 3, D2 agonist -0.8, TrxR1 substrate 1%[57.1 µM], TrxR1 inh 14%[57.1 µM], TRHR PAM 5, USP1 inh 4%, TRHR agonist -1.1 and mIDH1 inhibitor 0%.
`CC(=O)N1CCC(C(=O)OCc2ccc(Cl)cc2)(c2ccccc2)CC1` gave PI4K2A inh 2, D2 agonist 0.7, D2 antag -10, TrxR1 substrate 8%, TrxR1 inh 17%, TRHR PAM 0, USP1 inh -17%, TRHR agonist 0.2 and mIDH1 inhibitor 11%.
`Cn1nc(C(F)(F)F)c2cc(NC(=O)OCc3ccc(F)cc3)sc21` gave PI4K2A inh -1, D2 agonist -0.1, D2 antag -18, TrxR1 substrate -6%, TrxR1 inh 3%, TRHR PAM 1, USP1 inh -6%, TRHR agonist -0.1 and mIDH1 inhibitor 7%.
For O=[N+]([O-])c1ccccc1/C=N/N1CCN(c2ccc(Cl)cc2)CC1 the results were PI4K2A inh -1, D2 agonist 0.0, D2 antag 14, TrxR1 substrate -4%, TrxR1 inh -16%, TRHR PAM 5, USP1 inh -27%, TRHR agonist 0.3 and mIDH1 inhibitor 6%.
CCN1CCN(c2nc(SC)nc3sc4c(c23)CC(C)(C)OC4)CC1 was read as PI4K2A inh -5, D2 agonist 1.0, D2 antag 14, TrxR1 substrate 18%, TrxR1 inh -9%, TRHR PAM -5, USP1 inh -15%, TRHR agonist -1.4 and mIDH1 inhibitor -2%.
`Cc1ccsc1/C=N/NC(=S)NCc1ccccc1` gave PI4K2A inh 3, D2 agonist -1.1, D2 antag 15, TrxR1 substrate 2%[57.1 µM], TrxR1 inh 5%[57.1 µM], TRHR PAM 6, USP1 inh -20%, TRHR agonist 0.3 and mIDH1 inhibitor 3%.
Screening Cc1cc2nc3n(c2cc1C)CC1CC(C(=O)NCCC(C)C)N(C)C31 (stereo unspecified) returned PI4K2A inh -1, D2 agonist 7.7, D2 antag -1, TrxR1 substrate 8%[57.1 µM], TrxR1 inh -36%, TRHR PAM -4, USP1 inh -28%, TRHR agonist 0.3 and mIDH1 inhibitor -7%.
For COC(=O)c1ccc2c(=O)n(CCCCCC(=O)N3CCN(c4ccc(Cl)cc4)CC3)c(=O)[nH]c2c1 the results were PI4K2A inh 3, D2 agonist 0.6, TrxR1 substrate 10%[57.1 µM], TrxR1 inh 19%[57.1 µM], TRHR PAM 7, USP1 inh -16%, TRHR agonist -0.1 and mIDH1 inhibitor 15%.
For Cc1nn(C)c(Oc2ccccc2)c1CCNC(=O)C(C)(C)C the results were PI4K2A inh 3, D2 agonist 0.8, D2 antag 5, TrxR1 substrate -5%, TrxR1 inh 8%, TRHR PAM -1, USP1 inh -5%, TRHR agonist 0.0 and mIDH1 inhibitor -5%.
For COc1ccc(C2CC(c3ccccc3)=NN2C(=O)CSc2ncccn2)cc1 (stereo unspecified) the results were PI4K2A inh 2, D2 agonist -1.2, D2 antag 7, TrxR1 substrate -15%, TrxR1 inh -8%, TRHR PAM 12, USP1 inh -8%, TRHR agonist -1.0 and mIDH1 inhibitor 0%.
Screening C/C(=N\O)c1ccccc1C(=O)O returned PI4K2A inh 7, D2 agonist 0.3, D2 antag -3, TrxR1 substrate 5%[57.1 µM], TrxR1 inh 14%[57.1 µM], TRHR PAM -1, USP1 inh -9%, TRHR agonist 0.8 and mIDH1 inhibitor 8%.
For CC1CCCC(NC(=O)COC(=O)CCC(=O)c2cccs2)C1C (stereo unspecified) the results were PI4K2A inh 2, TrxR1 substrate 8%[57.1 µM], TrxR1 inh 15%[57.1 µM], USP1 inh -4% and mIDH1 inhibitor 5%.
Screening CC(C)Cc1nn2c(=O)cc(COC(=O)c3ccccc3NC(=O)C3CCCCC3)nc2s1 returned PI4K2A inh 0, D2 agonist 1.8, TrxR1 substrate -1%[57.1 µM], TrxR1 inh 11%[57.1 µM], TRHR PAM -4, USP1 inh -13%, TRHR agonist 1.5 and mIDH1 inhibitor 12%.
For Cc1ccc(C(=O)OCC(=O)Nc2cccc(S(=O)(=O)N3CCOCC3)c2)o1 the results were PI4K2A inh 0, D2 agonist -1.6, D2 antag -5, TrxR1 substrate 4%, TrxR1 inh 2%, TRHR PAM -5, USP1 inh -11%, TRHR agonist -0.2 and mIDH1 inhibitor 6%.
Screening COc1ccc2c(c1)c(C(=O)CN1CCN(c3ccccc3)CC1)c(C)n2C returned PI4K2A inh -1, D2 agonist 0.6, D2 antag -22, TrxR1 substrate 4%[57.1 µM], TrxR1 inh 10%[57.1 µM], TRHR PAM 7, USP1 inh -21%, TRHR agonist -1.4 and mIDH1 inhibitor 7%.
`CN(C)CCCN1C(=O)c2oc3ccc(F)cc3c(=O)c2C1c1cccnc1` (stereo unspecified) gave PI4K2A inh -1, TrxR1 substrate 6%[57.1 µM], TrxR1 inh -12%[57.1 µM], TRHR PAM 10, USP1 inh -25%, TRHR agonist -1.8 and mIDH1 inhibitor 4%.
O=C(NCc1cccs1)c1noc2c1CCCC2 was read as PI4K2A inh -2, D2 agonist -0.5, D2 antag 26, TrxR1 substrate 11%[57.1 µM], TrxR1 inh 30%, TRHR PAM -1, USP1 inh -1%, TRHR agonist -0.1 and mIDH1 inhibitor 14%.
Screening CCOc1c(OC)cccc1C1CC(=O)Nc2cc(OC)c(OC)cc21 (stereo unspecified) returned PI4K2A inh -6, D2 agonist 0.2, D2 antag 4, TrxR1 substrate 4%, TrxR1 inh 6%, TRHR PAM 4, USP1 inh -27%, TRHR agonist 0.4 and mIDH1 inhibitor 8%.
Screening CCc1ccc(S(=O)(=O)/N=C2\C=C(NS(=O)(=O)c3ccccc3)C(=O)c3ccccc32)cc1 returned PI4K2A inh -50*, TrxR1 substrate -14%, TrxR1 inh inconclusive, TRHR PAM 49*, USP1 inh 25µM*, TRHR agonist -0.6 and mIDH1 inhibitor 16%.

Three structures already listed, ordered by count of non-hydrogen atoms, highest first:
For Cc1ccc(C(=O)OCC(=O)Nc2cccc(S(=O)(=O)N3CCOCC3)c2)o1 the results were PI4K2A inh 0, D2 agonist -1.6, D2 antag -5, TrxR1 substrate 4%, TrxR1 inh 2%, TRHR PAM -5, USP1 inh -11%, TRHR agonist -0.2 and mIDH1 inhibitor 6%.
`CC(=O)N1CCC(C(=O)OCc2ccc(Cl)cc2)(c2ccccc2)CC1` gave PI4K2A inh 2, D2 agonist 0.7, D2 antag -10, TrxR1 substrate 8%, TrxR1 inh 17%, TRHR PAM 0, USP1 inh -17%, TRHR agonist 0.2 and mIDH1 inhibitor 11%.
For O=[N+]([O-])c1ccccc1/C=N/N1CCN(c2ccc(Cl)cc2)CC1 the results were PI4K2A inh -1, D2 agonist 0.0, D2 antag 14, TrxR1 substrate -4%, TrxR1 inh -16%, TRHR PAM 5, USP1 inh -27%, TRHR agonist 0.3 and mIDH1 inhibitor 6%.

Filtered by structure, those above containing fluorine.
`Cn1nc(C(F)(F)F)c2cc(NC(=O)OCc3ccc(F)cc3)sc21` gave PI4K2A inh -1, D2 agonist -0.1, D2 antag -18, TrxR1 substrate -6%, TrxR1 inh 3%, TRHR PAM 1, USP1 inh -6%, TRHR agonist -0.1 and mIDH1 inhibitor 7%.
`CN(C)CCCN1C(=O)c2oc3ccc(F)cc3c(=O)c2C1c1cccnc1` (stereo unspecified) gave PI4K2A inh -1, TrxR1 substrate 6%[57.1 µM], TrxR1 inh -12%[57.1 µM], TRHR PAM 10, USP1 inh -25%, TRHR agonist -1.8 and mIDH1 inhibitor 4%.

The results go on.
For COc1ccc2nc(NC(=O)c3ccc(NC(=O)C4CCCO4)cc3)sc2c1 (stereo unspecified) the results were PI4K2A inh -4, D2 agonist 0.2, D2 antag -6, TrxR1 substrate 43%[activator], TrxR1 inh 12%, TRHR PAM -5, USP1 inh -14%, TRHR agonist -0.8 and mIDH1 inhibitor 5%.
For CC(C)NC(=O)c1ccc(NC(=O)CC2SC(N3CCCCC3)=NC2=O)cc1 (stereo unspecified) the results were PI4K2A inh 3, TrxR1 substrate 1%, TrxR1 inh 18%, TRHR PAM 1, USP1 inh -15%, TRHR agonist -0.3 and mIDH1 inhibitor -1%.
Screening COc1ccc(-c2n[nH]c3c2CN(C(=O)c2ccc(F)cc2)CC3)cc1 returned PI4K2A inh -2, D2 agonist -0.2, D2 antag 3, TrxR1 substrate -1%, TrxR1 inh 6%, TRHR PAM 17, USP1 inh -15%, TRHR agonist -0.8 and mIDH1 inhibitor 0%.
`O=C(O)c1cccc(NCc2ccncc2)c1` gave D2 agonist -0.1, D2 antag 1, TRHR PAM 22 and TRHR agonist 1.1.
COc1ccc(OC)c(Nc2cc(C)nc3ccc(C)cc23)c1 was read as PI4K2A inh -2, TrxR1 substrate 6%[57.1 µM], TrxR1 inh 35%[57.1 µM], USP1 inh 1% and mIDH1 inhibitor -2%.
For COc1ccccc1Cn1c(C(C)C)nc2ccccc21 the results were PI4K2A inh 0, D2 agonist -1.0, D2 antag 0, TrxR1 substrate -2%, TrxR1 inh 12%, TRHR PAM 7, USP1 inh -6%, TRHR agonist -1.1 and mIDH1 inhibitor 1%.
For O=C(CN(c1ccccc1F)S(=O)(=O)c1ccccc1)Nc1ccc2c(c1)OCCO2 the results were PI4K2A inh -2, D2 agonist 0.6, D2 antag -19, TrxR1 substrate -11%, TrxR1 inh -2%, TRHR PAM -7, USP1 inh -14%, TRHR agonist -1.0 and mIDH1 inhibitor 7%.
`CC(=O)N[C@@H](Cc1c[nH]c2ccccc12)C(=O)NC1CCCc2ccccc21` (stereo partly specified) gave PI4K2A inh 1, D2 agonist 0.3, D2 antag 10, TrxR1 substrate -5%, TrxR1 inh 8%, TRHR PAM 17, USP1 inh inconclusive, TRHR agonist -0.8 and mIDH1 inhibitor -8%.

High-throughput results from PubChem BioAssay.
